ELG1 repair inh = blocks ELG1-dependent DNA repair in HEK293T cells | HEK293T ELG1-luciferase reporter, luminescence, 16 h; DNA damage induced by 5-fluorouridine | 330,000 compounds, 2.3% hits | Potency, µM (titrated, usually from 46.1 µM), inactives show at the top dose activity change, negative = inhibition, usual class: inhibitors | AID 504467; note: potency is the fitted concentration of half-maximal effect; % is set by controls: 0 for no effect and ±100 for the full control effect; nearly all actives have a fitted effect of over 55% in size
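Quantitative HTS, concentration-response format. 2,000 cells/well co-treated with 5-fluorouridine and compound, 16 hr in 5% CO2 at 37 °C; ONE-Glo luminescence read after 30 min.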
TSHR antagonist = blocks TSH signaling through the human TSH receptor | P16473 | TSHR-expressing cells, TSH-stimulated cAMP HTRF, 2 h; hits give low values | activity change, negative = inhibition, % at 11.5 µM | 330,000 compounds, 0.2% hits;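 active = activity change below a set negative limit, meaning inhibition stronger than a set level, cut at about -70% in these data; inconclusive = activity change between two set negative limits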; note: % is set by controls: 0 for no effect and ±100 for the full control effect
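Competitive HTRF cAMP read-out (cryptate anti-cAMP antibody, cAMP-d2; 30 min, room temperature) in freshly harvested TSHR cells. Compounds added before TSH at EC80 (4nM final), followed by 2 hours' incubation at 37 deg C.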
PTAP TSG101 blk = blocks PTAP/TSG101 interaction to inhibit HIV-1 budding | Potency, µM (top dose mostly 115 µM), inactives show top-dose activity change, negative = inhibition, actives largely listed as inhibitors | AID 493005 | Fluorescence polarization, FITC-PTAP peptide / Tsg101 binding | Q99816 | 340,000 tested, under 10 active; active = well fitted inhibition curve with a large enough effect in the main read-out, with a control signal flat, not every such curve was filed as active; inconclusive = small, poorly fitted or top-dose-only effect, or effect the other way, or a change in a side signal; inactive = no such curve, though single readings can be large or run the other way; note: potency is the fitted concentration of half-maximal effect; % of control where 0% means no effect
Target sequence (Q99816 whole entry, looked up): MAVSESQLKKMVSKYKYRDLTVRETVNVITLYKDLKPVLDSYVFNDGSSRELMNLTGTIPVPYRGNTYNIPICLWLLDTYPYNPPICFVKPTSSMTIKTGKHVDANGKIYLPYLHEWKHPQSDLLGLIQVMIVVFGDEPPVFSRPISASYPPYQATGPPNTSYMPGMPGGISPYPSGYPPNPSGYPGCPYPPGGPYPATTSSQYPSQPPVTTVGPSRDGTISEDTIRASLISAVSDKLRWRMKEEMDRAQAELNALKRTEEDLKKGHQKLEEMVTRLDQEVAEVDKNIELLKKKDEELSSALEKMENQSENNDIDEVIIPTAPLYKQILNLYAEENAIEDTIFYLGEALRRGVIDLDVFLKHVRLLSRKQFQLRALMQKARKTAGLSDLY
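FP read-out: FITC-PTAP peptide, 50 nM final, binding Tsg101 binding domain, 10 uM final; 20 min, r.t.; 10 mM HEPES pH 7.5, 0.15 M NaCl, 0.01% Tween 20, 3 mM EDTA, 0.1 mM TCEP.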
B2AR arrestin = beta2AR (human) beta-arrestin recruitment activity; P07550; beta-arrestin recruitment to beta2AR, cell-based reporter; Potency, µM (series often up to 46.1 µM), inactives show at the highest dose activation, actives largely listed as activators; 330,000 compounds, 0.02% hits;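 note: potency is the fitted concentration of half-maximal effect; 0% = DMSO controls and full agonism = EC100 isoproterenol or metaproterenol; nearly all actives have a fitted effect of over 65% in size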
Target sequence (P07550 whole entry, looked up): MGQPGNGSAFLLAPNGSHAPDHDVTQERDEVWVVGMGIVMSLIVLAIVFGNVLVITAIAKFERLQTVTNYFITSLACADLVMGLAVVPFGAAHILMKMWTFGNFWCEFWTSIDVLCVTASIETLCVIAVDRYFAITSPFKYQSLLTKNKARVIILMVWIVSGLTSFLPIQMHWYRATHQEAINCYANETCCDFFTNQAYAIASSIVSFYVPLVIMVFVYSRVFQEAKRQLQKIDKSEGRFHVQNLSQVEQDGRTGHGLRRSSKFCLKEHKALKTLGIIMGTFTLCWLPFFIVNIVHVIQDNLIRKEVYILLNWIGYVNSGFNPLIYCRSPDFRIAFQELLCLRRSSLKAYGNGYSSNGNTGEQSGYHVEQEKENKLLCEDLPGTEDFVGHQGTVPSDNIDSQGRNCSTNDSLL
Eya2 inh = blocks the phosphatase activity of human Eya2. recombinant Eya2, OMFP fluorescence dephosphorylation (OMFP is methylfluorescein phosphate). O00167. Potency, µM (top dose mostly 76.9 µM), inactives show at the top dose activity, negative = inhibition, most hits filed as inhibitors. 330,000 compounds, 0.006% hits; note: potency is the fitted concentration of half-maximal effect; % is set by controls: 0 for no effect and ±100 for the full control effect
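Eya2 (0.2 uM) preincubated 10 min at ambient with compound, then OMFP substrate added at 50 uM; 10 min reaction in 50 mM HEPES pH 7.5, 50 mM NaCl, 5 uM MgCl2, 0.05% BSA, 1 mM DTT. Fluorescence read at Ex 485/Em 525 nm.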
Mito fusion act = blocks mitochondrial division or promotes mitochondrial fusion | 320,000 compounds, 0.23% hits | S. cerevisiae fusion-defective mutant growth rescue, CellTiterGlo 48 h | AID 485298 | Potency, µM (highest dose often 46.1 µM), for the others: at the top dose growth rescue (activation), hits mostly activators;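 note: potency is the fitted concentration of half-maximal effect; % of control where 0% means no effect; nearly all actives have a fitted effect of over 45% in size; temperature-sensitive fusion mutants such as fzo1-1 at 37 °C on non-fermentable ethanol glycerol medium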
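Growth-rescue viability read-out: after 48 h at the non-permissive 37C in glycerol/ethanol YPEG, yeast mitochondrial fusion mutants are measured by CellTiterGlo luminescence; compounds (23 nl pinned per well) restoring growth score as division inhibitors or fusion activators.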
uPA generation = inhibitors of cell surface uPA generation; cell surface uPA generation assay, qHTS; Potency, µM (doses to about 38.3 µM), inactives show at the top dose activity change, negative = inhibition, usual class: inhibitors; 330,000 compounds, 0.31% hits; active = well fitted inhibition curve with a large enough effect; inconclusive = small, poorly fitted or top-dose-only effect; inactive = no such curve, though single readings can be large or run the other way; tested in mouse RAW 264.7 cells; note: potency is the fitted concentration of half-maximal effect; % is set by controls: 0 for no effect and ±100 for the full control effect; nearly all actives have a fitted effect of over 55% in size
Chronic BCR inh = inhibitors of chronic active B-cell receptor signaling. 340,000 compounds, 0.05% hits. ABC-DLBCL IkBa-CBG/CBR reporter, luminescence ratio, 4 h. AID 493014. Potency, µM (highest dose often 46.1 µM), inactives show at the top dose ratio change, negative = lower green/red ratio, most hits filed as inhibitors; active = well fitted inhibition curve with a large enough effect in the signal ratio, with a control signal flat, not every such curve was filed as active; inconclusive = small, poorly fitted or top-dose-only effect, or effect the other way, or a change in a side signal; the % refers to the signal ratio;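 note: potency is the fitted concentration of half-maximal effect; plate controls were basal doxycycline-induced cells for no effect and cells given 10 µM MG132 for full effect; MG132 reads +100%, hits lower the ratio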
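Concentration-response series (up to 46 uM) were applied to TMD8 dual-reporter cells for 4 h at 37C with doxycycline. Green/red ratio, after filter-overlap correction, defined %Activity; red signal alone was normalised to basal cells and zero luminescence.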
USP2a block = inhibitors of human ubiquitin-specific protease USP2a | USP2 core, Ub-CHOP2 coupled fluorogenic reporter, 485/531 | O75604 | 330,000 compounds, 0.01% hits | Potency, µM (highest dose often 38.3 µM), for inactives: top-dose activity change, negative = inhibition, actives largely listed as inhibitors | AID 463254;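 note: potency is the fitted concentration of half-maximal effect; plate controls were DMSO wells for no effect and full inhibition by NEM control for full effect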
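Deubiquitinase activity read as fluorescence (485/531 nm) after Ub-CHOP2 cleavage activates the enterokinase reporter on its substrate; USP2 core 10nM, Ub-CHOP2 and substrate 25nM each, 30min compound preincubation then 60min RT; data normalized to NEM, curves fitted.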
Tb PFK inh = inhibitors of T. brucei phosphofructokinase | T. brucei PFK, ADP-Glo luminescence | 330,000 compounds, 0.17% hits | Potency, µM (titrated, usually from 57.5 µM), for the others: top-dose activity, negative = inhibition, actives largely listed as inhibitors;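 note: potency is the fitted concentration of half-maximal effect; 0% = uninhibited 1x PFK enzyme wells and -100% = no-enzyme wells; nearly all actives have a fitted effect of over 60% in size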
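In TEA buffer at pH 8.0 with 5 mM MgCl2, enzyme (1.25 nM) converted F6P (0.5 mM) and ATP (0.1 mM) for 45 min at room temperature. ADP product was read by luciferase luminescence.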
TCR act = activators of T cell receptors; primary human leukocytes, anti-CD3, IL-2 HTRF, 48 h; Potency, µM (titrated, usually from 9.22 µM), without a hit: at the highest dose activation of IL-2 secretion, most hits filed as activators; 330,000 tested, under 10 active; AID 504894; note: % of control where 0% means no effect
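Primary human leukocytes incubated 48 hr with anti-CD3 beads plus compound, without co-stimulation. Secreted IL-2 measured by HTRF (europium cryptate/d2 anti-IL-2 pair, 320 nm excitation, 665 nm emission).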
* marks the source's active call; other numbers are inactive results; ? = inconclusive; · = no result given; [ ] = remark or other dose. Unless noted, calls come from the whole dose curve; as a rule, active = well fitted curve in the direction sought with a large enough effect; inconclusive = small, poorly fitted or top-dose-only effect, or another doubt; inactive = no such curve, though single readings can be large; an effect the other way counts as inactive or inconclusive. Compounds as they come; overall some 3% were active at least once.

#1 O=C(OCC(=O)N1CCC(c2ccccc2)=N1)c1ccc(Cl)s1
#2 CC1CCN(S(=O)(=O)c2cn(CC(=O)Nc3ccc(C#N)cc3)cn2)CC1
#3 O=C(Nc1ccccc1N1CCOCC1)C1CCN(S(=O)(=O)c2ccc(F)cc2)CC1
#4 COC(=O)c1cccc(-n2c(=O)n(Cc3ccccc3)c(=O)c3[nH]cnc32)c1C
#5 COc1ccc(/C=C/C(=O)NCc2ccccn2)cc1OC
#6 O=C(CN1C(=O)/C(=C\c2cccc(Cl)c2)Sc2ccccc21)NCCCN1CCOCC1

screen / no.,1,2,3,4,5,6
ELG1 repair inh,4%,-1%,2%,-16%,1%,0%
TSHR antagonist,-19,-2,1,0,27,20
PTAP TSG101 blk,-4%,-1%,-2%,-1%,-11%,-8%
B2AR arrestin,-0.3%,1.1%,-0.4%,-0.7%,-0.8%,0.1%
Eya2 inh,-8%,0%,-2%,14%,9%,6%
Mito fusion act,·,2%,2%,17%,-6%,12%
uPA generation,1%,14%,-3%,-8%,5%,-14%
Chronic BCR inh,-1%,1%,0%,-7%,11%,?
USP2a block,-6%,2%,1%,0%,-2%,-2%
Tb PFK inh,-29%,-3%,2%,-3%,-9%,0%
TCR act,·,3%,5%,2%,-78%,-2%

#7 Cc1cccc(CN2C(=O)/C(=C\c3ccc(C(=O)NCCCN4CCN(C)CC4)cc3)Oc3ccccc32)c1
#8 Cc1cc(C(=O)c2ccccc2)c(NC(=O)CN2CCOCC2)s1
#9 O=C(COC(=O)Cc1cccs1)Nc1ccccc1F
#10 O=c1[nH]cc(N(CCO)CCO)c(=O)[nH]1
#11 Cc1oc(-c2ccc(Cl)cc2)cc1C(=O)NC1CCN(Cc2ccccc2)CC1
#12 Cc1ccc(C(=O)NCc2ccco2)cc1

screen / no.,7,8,9,10,11,12
ELG1 repair inh,-13%,7%,7%,1%,-13%,?
TSHR antagonist,8,3,7,2,-2,36
PTAP TSG101 blk,·,-9%,-7%,0%,2%,-4%
B2AR arrestin,0.4%,-0.3%,0.1%,0.1%,0.2%,-4.1%
Eya2 inh,-18%,4%,-4%,0%,-12%,-5%
Mito fusion act,?,0%,9%,-5%,12%,7%
uPA generation,·,1%,-3%,0%,-2%,-4%
Chronic BCR inh,?,-16%,?,0%,?,?
USP2a block,2%,6%,-4%,2%,-1%,0%
Tb PFK inh,0%,3%,-12%,2%,3%,0%
TCR act,·,2%[46.1 µM],-2%,-6%,-6%,-2%

#13 COc1ccccc1N(CC(=O)N1CCN(c2ccccc2)CC1)S(=O)(=O)c1ccc(C)cc1
#14 CCc1cc2c3c(c1)/C(=C1/SC(N)=NC1=O)C(=O)N3C(C)(C)C=C2C
#15 COc1ccc(C(F)(F)F)cc1NC(=O)c1nc2nc(C)cc(C(F)F)n2n1
#16 CCc1cccc(OCC(=O)Nc2ccc(S(=O)(=O)N3CCCC3)cc2)c1
#17 Cc1cc(C)c(S(=O)(=O)c2ccc(F)cc2C)c(Cl)n1
#18 COc1cc(/C=N/NC(=O)CNC(=O)c2ccncc2)ccc1O

screen / no.,13,14,15,16,17,18
ELG1 repair inh,-2%,?,-10%,-10%,2%,3%
TSHR antagonist,-33,0,-3,-4,-9,8
PTAP TSG101 blk,-1%,1%,-3%,-4%,0%,-4%
B2AR arrestin,-0.1%,0.0%,0.1%,0.0%,0.5%,0.0%
Eya2 inh,-4%,-3%,19%,-7%,-8%,6%
Mito fusion act,-3%,-3%,2%,2%,3%,1%
uPA generation,-6%,-4%,2%,-2%,0%,5%
Chronic BCR inh,5%,1%,0%,0%,?,-6%
USP2a block,1%,2%,2%,-2%,3%,-1%
Tb PFK inh,-10%,-3%,1%,-9%,-1%,-4%
TCR act,-2%,-10%,-1%,6%,-6%,6%

#19 O=C(COC(=O)Cn1cnc2ccccc21)NCCc1ccc(Cl)cc1
#20 O=C(CSc1oc(-c2ccccc2)nc1S(=O)(=O)c1ccc(F)cc1)NCC1CCCO1 (configuration not stated)
#21 CCOC(=O)C1CCN(C(=O)COC(=O)/C=C/c2ccc([N+](=O)[O-])cc2)CC1
#22 Cc1nnc(N2C(=O)C(O)=C(C(=O)c3ccco3)C2c2ccc(C(C)C)cc2)s1 (configuration not stated)
#23 CCC(=O)Nc1cccc(-c2cn3ccccc3n2)c1
#24 CCC(C)(C(=O)NC1CCCCC1)N(C(=O)c1ccccn1)c1ccccc1 (configuration not stated)

screen / no.,19,20,21,22,23,24
ELG1 repair inh,2%,-10%,-16%,?,?,-9%
TSHR antagonist,8,4,·,1,5,7
PTAP TSG101 blk,1%,1%,0%,-10%,-3%,-9%
B2AR arrestin,0.2%,-0.6%,-0.2%,-0.7%,-0.3%,0.3%
Eya2 inh,-4%,6%,0%,-5%,-1%,-4%
Mito fusion act,5%,0%,·,0%,-3%,4%
uPA generation,5%,-2%,14%,-2%,3%,5%
Chronic BCR inh,11%,23%,2%,7%,-16%,?
USP2a block,-1%,0%,4%,-4%,0%,0%
Tb PFK inh,0%,-1%,-6%,12%,-15%,-3%
TCR act,3%,-4%,8%,5%[46.1 µM],2%[46.1 µM],2%

#25 Cc1ccc(N(CC(=O)NC2CCCCC2)C(=O)CCCC(=O)Nc2ccccn2)c(C)c1
#26 CN(C(=O)C1CCOC1)c1nnc(C2CCOC2)s1 (configuration not stated)
#27 O=C(NCc1cccnc1)c1ccccc1NC(=O)c1c(F)cccc1F
#28 CCCCCCCCCCCC(=O)NC1CCS(=O)(=O)C1 (configuration not stated)
#29 COc1ccc(CN(C(=O)c2snc(C(N)=O)c2N)C(C(=O)NC2CCCC2)c2ccco2)cc1 (configuration not stated)
#30 Cc1cc(=O)n2c(C(=O)Nc3ccc(C(=O)OC(C)C)cc3)c(C(=O)Nc3ccccc3)sc2n1
#31 Cc1ccccc1NC(=O)CNc1ccccc1N1CCCCC1
#32 COc1cccc(N2CCN(Cc3nc4ccccc4c(=O)[nH]3)CC2)c1

screen / no.,25,26,27,28,29,30,31,32
ELG1 repair inh,-1%,3%,2%,8%,-5%,-10%,?,0%
TSHR antagonist,-5,4,9,-8,1,2,-1,-8
PTAP TSG101 blk,-5%,-2%,-4%,0%,-1%,0%,-2%,1%
B2AR arrestin,-0.2%,-0.2%,-0.3%,-0.1%,0.1%,-0.1%,-0.3%,-0.2%
Eya2 inh,0%,4%,-3%,-5%,-1%,6%,-3%,0%
Mito fusion act,0%,2%,1%,8%,-4%,-10%,17%,1%
uPA generation,4%,-1%,-2%,2%,3%,-7%,11%,2%
Chronic BCR inh,-5%,0%,4%,3%,3%,2%,-14%,0%
USP2a block,-6%,3%,2%,2%,3%,3%,5%,0%
Tb PFK inh,5%,-4%,0%,5%,5%,-4%,-1%,-9%
TCR act,-2%,1%,8%,-4%,5%,3%,-2%,3%

Five entries from above, with two lines to a compound:
Every second line gives: ELG1 repair inh	TSHR antagonist	PTAP TSG101 blk	B2AR arrestin	Eya2 inh	Mito fusion act	uPA generation	Chronic BCR inh	USP2a block	Tb PFK inh	TCR act
31	Cc1ccccc1NC(=O)CNc1ccccc1N1CCCCC1
    ?	-1	-2%	-0.3%	-3%	17%	11%	-14%	5%	-1%	-2%
32	COc1cccc(N2CCN(Cc3nc4ccccc4c(=O)[nH]3)CC2)c1
    0%	-8	1%	-0.2%	0%	1%	2%	0%	0%	-9%	3%
26	CN(C(=O)C1CCOC1)c1nnc(C2CCOC2)s1 (configuration not stated)
    3%	4	-2%	-0.2%	4%	2%	-1%	0%	3%	-4%	1%
29	COc1ccc(CN(C(=O)c2snc(C(N)=O)c2N)C(C(=O)NC2CCCC2)c2ccco2)cc1 (configuration not stated)
    -5%	1	-1%	0.1%	-1%	-4%	3%	3%	3%	5%	5%
27	O=C(NCc1cccnc1)c1ccccc1NC(=O)c1c(F)cccc1F
    2%	9	-4%	-0.3%	-3%	1%	-2%	4%	2%	0%	8%

Assay outcomes: PubChem, National Center for Advancing Translational Sciences (NCATS)
